TDP43 rescue: inhibitors of TDP-43 toxicity in yeast | TDP-43 expressing yeast growth rescue, BacTiter-Glo, 24 h | Potency, µM (series often up to 46.1 µM), without a hit: at the highest dose growth rescue (activation), usual class: activators | 410,000 compounds, 1.8% hits | AID 652104; note: potency is the fitted concentration of half-maximal effect; % of control where 0% means no effect; nearly all actives have a fitted effect of over 50% in size
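In this qHTS, compounds that restore growth of yeast expressing TDP-43 appear as activators. Cells (OD600=0.02, galactose medium, raffinose-pregrown) are incubated with compound 24 hr at 30 deg C and growth is quantified by BacTiter-Glo.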
D3 antag: blocks the human D3 dopamine receptor | P35462 | D3R cells, DiscoveRx beta-arrestin luminescence, antagonist mode; stronger effect = lower value | max response, negative = inhibition, % | 360,000 compounds, 2.5% hits; in the data active = max response below about -50%; inconclusive = no clear call, values can overlap the other calls; note: % is set by controls: 0 for no effect and ±100 for the full control effect; mostly tested at two doses, the higher about 12 µM
Target sequence (P35462 whole entry, looked up): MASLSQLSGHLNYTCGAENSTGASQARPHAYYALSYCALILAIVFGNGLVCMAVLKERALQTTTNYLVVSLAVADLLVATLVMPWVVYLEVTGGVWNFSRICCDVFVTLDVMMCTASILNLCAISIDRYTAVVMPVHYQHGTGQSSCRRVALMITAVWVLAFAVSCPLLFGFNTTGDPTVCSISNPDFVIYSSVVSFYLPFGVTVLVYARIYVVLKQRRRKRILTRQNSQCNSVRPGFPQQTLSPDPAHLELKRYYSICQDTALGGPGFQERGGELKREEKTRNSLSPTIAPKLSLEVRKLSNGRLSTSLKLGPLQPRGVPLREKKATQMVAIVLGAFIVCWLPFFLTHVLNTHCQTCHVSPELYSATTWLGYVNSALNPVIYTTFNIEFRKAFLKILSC
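Cells expressing the human receptor were seeded at 1500 cells/well, incubated overnight at 37 degrees C in 5% CO2, then exposed to library compounds with dopamine controls for 90 minutes at 37 degrees C before luminescent detection.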
GLP1R inv ag: inverse agonists of human GLP-1 receptor; Potency, µM (highest dose often 38.3 µM), inactives show top-dose activity change, negative = inhibition, most hits filed as inhibitors; AID 624417; 410,000 compounds, 1.6% hits; HEK293 GLP-1R CRE-luciferase, luminescence, 24 h; GLP-1R form is constitutively active; note: potency is the fitted concentration of half-maximal effect; % is set by controls: 0 for no effect and ±100 for the full control effect; nearly all actives have a fitted effect of over 55% in size
Target sequence (P43220 whole entry, looked up): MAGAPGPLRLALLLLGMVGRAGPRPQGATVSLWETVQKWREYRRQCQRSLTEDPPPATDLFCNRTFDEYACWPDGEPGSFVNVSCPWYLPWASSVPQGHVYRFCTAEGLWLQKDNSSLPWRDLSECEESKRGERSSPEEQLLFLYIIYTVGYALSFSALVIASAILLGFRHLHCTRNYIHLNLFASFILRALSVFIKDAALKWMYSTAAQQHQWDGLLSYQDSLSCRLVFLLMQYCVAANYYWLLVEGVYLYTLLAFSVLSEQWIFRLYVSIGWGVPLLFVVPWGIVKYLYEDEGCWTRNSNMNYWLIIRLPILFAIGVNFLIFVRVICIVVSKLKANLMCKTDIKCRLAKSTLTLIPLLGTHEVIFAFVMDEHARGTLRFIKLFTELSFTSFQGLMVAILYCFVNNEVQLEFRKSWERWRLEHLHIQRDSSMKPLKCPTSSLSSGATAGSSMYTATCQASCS
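Cells are plated, allowed 12 hours at 37 deg C, then treated with compounds for 24 hr before luciferase detection reagent is added and luminescence is read after 12 min at room temperature. The HEK293 line carries constitutively active GLP-1R with a cAMP-responsive reporter.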
GLP1R ag: agonists of human GLP-1 receptor; Potency, µM (doses to about 45.6 µM), for the others: at the top dose activation, hits mostly activators; HEK293 GLP-1R CRE-luciferase, luminescence, 4-6 h; cells express a hypersensitive GLP-1R form; 380,000 compounds, 0.007% hits; AID 624172; P43220; note: potency is the fitted concentration of half-maximal effect; % of control where 0% means no effect
aSyn yeast inh: alpha-synuclein toxicity inhibition in yeast. AID 652106. 370,000 compounds, 0.14% hits. Potency, µM (doses to about 46.1 µM), without a hit: at the highest dose growth rescue (activation), usual class: activators. Yeast expressing alpha-synuclein, growth rescue, BacTiter-Glo, 24 h; note: potency is the fitted concentration of half-maximal effect; % of control where 0% means no effect; nearly all actives have a fitted effect of over 65% in size
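Screening used galactose-induced yeast with toxic alpha-synuclein levels, exposed to compound for 24 hr at 30 deg C. Cell growth, read with BacTiter-Glo luminescence, gave the measured signal.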
PTHR1 agonist: agonists of human PTHR1 parathyroid hormone receptor; 410,000 compounds, 0.075% hits; HEK293 GP2 PTHR1 cells, GloSensor cAMP luminescence, 1 h; AID 743266; Q03431; Potency, µM (highest dose often 115 µM), inactives show at the highest dose activation, hits mostly activators; note: potency is the fitted concentration of half-maximal effect; nearly all actives have a fitted effect of over 55% in size; some results filed as inactive show a strong effect at the top dose; inactives centre near -15; many of its hits are not listed in these tables
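HEK-293-derived GP2 cells expressing PTHR1 and a GloSensor cAMP reporter, 3,000/well, plated overnight, given luciferin plus IBMX (each 0.5 mM as added) for 1 h at 37 °C, then compound for 1 h at 37 °C. Luminescence was read after 15 min at room temperature.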
pAkt inh: blocks phosphorylation of Akt; Neuro2A IGF-stimulated pAkt S473 HTRF, 20 min; stronger effect = lower value; activity change, % for hits at 50 µM; 360,000 compounds, 0.32% hits; in the data active = activity change below about -80%; inconclusive = mostly about -51% to -80%; note: % is set by controls: 0 for no effect and ±100 for the full control effect
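Neuro2A cells (4,500/well, DMEM with 0.5% FBS) were treated with compound at a single 50 µM final concentration, stimulated with 6 nM IGF for 20 min at 37 °C, and lysed. Phospho-Akt Ser473 was read by HTRF as 665/615 ratio ×10^4.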
Abeta yeast res: A-beta toxicity reversal in yeast. yeast expressing A-beta42, growth rescue, OD600, 48 h; response scale: 0% DMSO, 100% iron-clioquinol control. Potency, µM (doses to about 46.1 µM), without a hit: at the highest dose growth rescue, actives largely listed as activators. 410,000 compounds, 0.063% hits. AID 1347071; note: potency is the fitted concentration of half-maximal effect; nearly all actives have a fitted effect of over 55% in size
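Growth rescue measured by 600 nm absorbance after 48 h yeast culture at 30 C with compound. Values normalized between DMSO and an equimolar ferric chloride plus clioquinol control.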
FUS yeast rescue: FUS proteinopathy suppression in yeast. S. cerevisiae FUS-expressing, growth rescue, OD600, 24 h. Potency, µM (top dose mostly 76.6 µM), for the others: at the top dose growth rescue (activation), usual class: activators. 390,000 compounds, 0.24% hits. AID 1347120;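 note: potency is the fitted concentration of half-maximal effect; plate controls were DMSO vehicle for no effect and reference control for full effect; nearly all actives have a fitted effect of over 55% in size; some results filed as inactive show a strong effect at the top dose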
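Compound concentration series was pinned onto galactose-induced FUS-expressing yeast seeded at OD 0.005. Plates sat 24hr at 30C; absorbance at 600 nm gave growth. DMSO served as background control.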
* marks the source's active call; other numbers are inactive results; i = inactive; ? = inconclusive; . = no result given; & = joins results of further samples; [ ] = dose if it differs, or a comment. Unless noted, calls come from the whole dose curve; as a rule, active = well fitted curve in the direction sought with a large enough effect; inconclusive = small, poorly fitted or top-dose-only effect, or another doubt; inactive = no such curve, though single readings can be large; an effect the other way counts as inactive or inconclusive.

#	SMILES	TDP43 rescue	D3 antag	GLP1R inv ag	GLP1R ag	aSyn yeast inh	PTHR1 agonist	pAkt inh	Abeta yeast res	FUS yeast rescue
1	COc1ccc(S(=O)(=O)n2nc(OC(=O)c3ccc(C)cc3)cc2N)cc1	5%	-19	6%	-13%	-1%	-10%	i	16%	42%
2	Nn1c(SCC(=O)NCCC2=CCCCC2)nnc1C1CCCCC1	1%	-18	-19%	0%	2%	-9%[57.5 µM]	i	8%	35%
3	Cc1c(C)c2ccc(OC(C)C(=O)N[C@@H](Cc3c[nH]c4ccccc34)C(=O)O)c(C)c2oc1=O (some centres not stated)	3%	?	-11%	-3%	3%	-19%	i	-15%	27%
4	Cc1ccc(OCCNC(=O)CN2C(=O)NC3(CCCC3)C2=O)cc1	-2%	-23	-2%	12%	0%	i	i	0%	1%
5	Cc1ccc(C(=O)CN(CCCC(N)=O)S(=O)(=O)c2ccc([N+](=O)[O-])cc2)cc1	11%	-5	16%	11%	-6%	i	i	5%	-5%
6	COc1ccc(Cl)cc1N1CC(c2nc3ccccc3[nH]2)CC1=O (configuration not stated)	18%	0	10%	-3%	4%	-8%	i	19%	-33%
7	C=CCn1c(=N)n(CC(O)COc2ccc(OC)cc2)c2ccccc21 (configuration not stated)	0%	-25	-24%	10%	1%	9%	i	7%	-27%
8	Cn1nc(C(C)(C)C)cc1C(=O)N1CCCC(C)(C(=O)NS(=O)(=O)C2CC2)C1 (configuration not stated)	16%	13	10%	-3%	1%	-12%	i	-4%	-9%
9	O=C(O)c1cccc(CN2C(=O)SC(Nc3cccc4ccccc34)C2=O)c1 (configuration not stated)	-18%	-1	-24%	-13%	13%	-2%	i	17%	11%
10	Cc1c(C(=O)N2CCN(C/C=C/c3ccccc3)CC2)oc2c(F)cccc12	-5%	-5	?	18%	-1%	-6%	i	-8%	.
11	CC(C)c1nnc(NC(=O)CCC(=O)NC2CCCCCCC2)s1	-19%	-3	65%[activator]	-1%	-1%	-15%	i	5%	12%
12	CCOC(=O)c1ccc(S(=O)(=O)N2CCN(C3CC(=O)N(c4ccc(OC)cc4)C3=O)CC2)cc1 (configuration not stated)	7%	-2	-9%	-5%	-5%	i	i	6%	14%
13	CC(=O)C1=C(c2ccc(Cl)c(Cl)c2)N(C(C)=O)n2c(nnc2C2CCCCC2)S1	?	.	3%	.	.	i	.	6%	0%
14	COC(=O)/C=C1\N/C(=N\c2nc(C)cc(C)n2)N(c2ccc(C)c(C)c2)C1=O	12%	-8	0%	-4%	3%	-16%	i	-4%	22%
15	COc1cccc(-c2noc(-c3ccoc3C)n2)c1	10%	7	22%	10%	-13%	-35%[inhibitor]	i	-18%	10%
16	CCCCOC(=O)N/N=C/C=C/c1ccccc1	17%	-1	5%	8%	-6%	i	i	-7%	-2%
17	CC(=O)OCC(=O)C1(O)CCC2C3CCC4=CC(=O)CCC4(C)C3(F)C(O)CC21C (configuration not stated)	6%	-24	-27%	-7%&-1%	-4%	-16%	i	5%	0%
18	S=c1[nH]nc(-c2ccncc2)n1/N=C/c1cn(-c2ccccc2)nc1-c1ccc(Cl)cc1	-23%	-28	12%	0%	3%	i	i	-7%	24%
19	CCOc1ccc2nc(SCC(=O)NCc3ccc4c(c3)OCO4)[nH]c2c1	-2%	20	-1%	-7%	9%	-31%	i	18%	13%
20	CCCCn1c(N)c(N(CC(C)C)C(=O)Cn2c(=O)oc3ccccc32)c(=O)[nH]c1=O	-23%	8	-5%	19%	-2%	0%	i	6%	14%
21	CN(c1ccccc1)c1nc(N)c([N+](=O)[O-])c(N2CCCCC2)n1	7%	-11	?	14%	-4%	i	i	-24%	41%
22	OCC1CSC(=S)N1Cc1ccccc1 (configuration not stated)	23%	9	25%	-2%	4%	-14%	i	-3%	-13%
23	Cc1ccc(SCCC(=O)N2CCCC2)cc1	-14%	-12	6%	-2%	-5%	i	i	7%	-9%
24	CC(C)(C)c1ccc(C(=O)N/N=C/c2cccc(Cl)c2)cc1	15%	-16	-3%	0%	11%	-19%[57.5 µM]	i	7%	6%
25	N#Cc1ccc(OCC(=O)N2CCN(C(=O)c3ccco3)CC2)cc1	10%	1	7%	8%	0%	-10%	i	4%	-5%
26	CC1CCCCC1NC(=O)CC1Oc2ccccc2NC1=O (configuration not stated)	24%	25	2%	-2%	1%	i	i	10%	-23%
27	CC(=O)c1sc2nc(CSc3nncn3C)[nH]c(=O)c2c1C	9%	-8	18%	2%	-1%	i	i	-17%	7%
28	Cc1ccc(Cl)cc1NC(=O)c1oc2c(c1C)-c1[nH]ncc1CC2	13%	.	16%	.	.	0%	.	-25%	31%
29	O=C1C2CCCN2C(c2ccc(F)c(F)c2)N1c1cccc(Cl)c1 (configuration not stated)	10%	2	-22%	0%	4%	-14%	i	15%	20%
30	CCc1ccc(C(=O)NNC(=O)c2ccc(OCC(=O)N3CCOCC3)c(OC)c2)cc1	9%	1	10%	-1%	-7%	-1%	i	-5%	-4%
31	Cc1ccc(SCC(=O)NNC(=O)c2ccccc2)cc1C	14%	-70*	-18%	2%	11%	i	i	-11%	-8%
32	COCCNC(=O)c1cc(-c2cccnc2)nc2ccc(Br)cc12	9%	-2	2%	-7%	.	i	.	6%	-2%
33	CCCOC(=O)CCCCCCCCC(O)CN1CCCCC1 (configuration not stated)	-5%[9.22 µM]	-15	3%	1%	-2%	i	i	2%	8%
34	CS(=O)(=O)N1CCN(c2ccnc3cc(Cl)ccc23)CC1	-25%	-25	49%[activator]	26%	-3%	i	i	-9%	24%
35	CSc1ncnc2c1ncn2CCCNCC1CCCCC1	0%	-105*	9%	15%	5%	-24%	i	-19%	6%
36	COc1ccc(-n2nnc(-c3nc(-c4ccc5c(c4)OCO5)no3)c2C)cc1Cl	15%	.	7%	.	.	i	.	-8%	-17%
37	COc1ccc(C2C(C#N)=C(N)Oc3n[nH]c(C)c32)cc1CN1CCN(c2ccc(F)cc2)CC1 (configuration not stated)	21%	-95*	-46%	-12%	4%	i	i	9%	26%
38	CN(C)CCCN(C(=O)c1ccco1)c1nc2c(F)cc(F)cc2s1	5%	-2	?	0%	-4%	-4%	i	-8%	-15%
39	COc1ccccc1N(CC(=O)N/N=C/c1ccc(C(=O)O)cc1)S(=O)(=O)c1ccc(C)cc1	12%	-7	17%	-3%	-8%	-24%	i	-10%	-15%
40	CCn1c2ccccc2c2cc(NC(=O)c3cccc(OC)c3)ccc21	-10%	-21	0%	0%	-10%	i	i	6%	23%
41	CC1=NN(c2ccccc2)C(=O)/C1=C/c1cccs1	-4%	1	25%	-3%	-20%	-21%	i	-11%	-3%
42	C[C@H]1C=C(C(=O)N2CCOCC2)O[C@@H](OCc2ccc(CO)cc2)C1	?	-4	11%	-7%	0%	-11%	i	-3%	-13%
43	Cc1cccc(NC(=O)C23CCC(C)(C(=O)O2)C3(C)C)c1 (configuration not stated)	6%	-10	-11%	-2%	4%	i	i	12%	-3%
44	CCN1C(=O)CC(NC2CCN(C(=O)c3ccc(F)cc3)CC2)C1=O (configuration not stated)	0%	-19	41%	-20%	-2%	-24%	i	4%	13%
45	COc1ccccc1N1CCN(C2CCCN(C(=O)c3ccoc3C)C2)CC1 (configuration not stated)	-7%	-25	-25%	0%	-8%	-16%	i	-6%	.
46	Cc1nc2ccc(NC(=O)N3CCSCC3)cc2nc1C	-8%	-1	54%[activator]	23%	-1%	i	i	2%	4%
47	O=C(CN1CCOCC1)Nc1ccc(C2CCCCC2)cc1	-19%	17	1%	6%	8%	-8%[57.5 µM]	i	-3%	7%
48	CCc1ccc2occ(CC(=O)Nc3ccc(OC)c(Cl)c3)c2c1	16µM*	.	?	.	?	-34%[inhibitor]	.	18%	34%

Arranged by length of the SMILES (ascending): 6 of the compounds above
#	SMILES	TDP43 rescue	D3 antag	GLP1R inv ag	GLP1R ag	aSyn yeast inh	PTHR1 agonist	pAkt inh	Abeta yeast res	FUS yeast rescue
46	Cc1nc2ccc(NC(=O)N3CCSCC3)cc2nc1C	-8%	-1	54%[activator]	23%	-1%	i	i	2%	4%
31	Cc1ccc(SCC(=O)NNC(=O)c2ccccc2)cc1C	14%	-70*	-18%	2%	11%	i	i	-11%	-8%
40	CCn1c2ccccc2c2cc(NC(=O)c3cccc(OC)c3)ccc21	-10%	-21	0%	0%	-10%	i	i	6%	23%
44	CCN1C(=O)CC(NC2CCN(C(=O)c3ccc(F)cc3)CC2)C1=O (configuration not stated)	0%	-19	41%	-20%	-2%	-24%	i	4%	13%
36	COc1ccc(-n2nnc(-c3nc(-c4ccc5c(c4)OCO5)no3)c2C)cc1Cl	15%	.	7%	.	.	i	.	-8%	-17%
39	COc1ccccc1N(CC(=O)N/N=C/c1ccc(C(=O)O)cc1)S(=O)(=O)c1ccc(C)cc1	12%	-7	17%	-3%	-8%	-24%	i	-10%	-15%

A portion of the library, so the mix of outcomes need not match the whole.
